HTRA1 inh: HTRA1 (human) protease inhibition; Q92743; recombinant HTRA1, FP-rhodamine activity-based probe, fluorescence polarization; inhibition, % at 5.96 µM; actives 0.5% (n = 340,000); in the data active = inhibition above about 36%;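 note: 0% = enzyme with DMSO and 100% = wells lacking enzyme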
LEDGF integ inh: blocks HIV-1 LEDGF/p75-dependent DNA integration | actives 0.64% (n = 370,000) | inhibition, % at 3.7 µM | TR-FRET IN-LEDGF/p75 DNA integration, Eu/Cy5;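 active = inhibition above the screen-wide mean plus 3 SD, cut at about 13% in these data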;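 note: signal is the Cy5 over europium emission ratio at 671 and 618 nm; 0% = plate median of compound wells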
SIAE primary: inhibitors of human sialic acid acetylesterase SIAE | Q9HAT2 | SIAE FP-Rh probe binding, fluorescence polarization | inhibition, % at 9.66 µM | actives 0.69% (n = 370,000);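 active = inhibition above a cutoff: mean of compounds within the control limits plus 3 SD of those, cut at about 17% in these data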;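 note: 0% = plate median of compound wells and 100% = probe without SIAE protein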
PG9 binder: small molecules binding HIV-1 gp120 antibody PG9; actives 0.43% (n = 360,000); inhibition, % at 6.7 µM; AID 624416; TR-FRET gp120-PG9 antibody binding; in the data active = inhibition above about 8.5%
DDE Tn7 FP inh: inhibitors of Tn7 peptide binding to human fibrin DD(E); FP displacement of FITC-Tn7 peptide from fibrin DD(E); 0% = median of compound wells per plate; inhibition, % at 8.3 µM; actives 0.13% (n = 370,000); AID 720508;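 active = inhibition above the mean of compounds falling within the control limits plus 3 SD of them, cut at about 14% in these data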;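 note: 0% = plate median of compound wells and 100% = 10 µM Aha-Tn7 peptide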
Target sequence (P02675 whole entry, looked up): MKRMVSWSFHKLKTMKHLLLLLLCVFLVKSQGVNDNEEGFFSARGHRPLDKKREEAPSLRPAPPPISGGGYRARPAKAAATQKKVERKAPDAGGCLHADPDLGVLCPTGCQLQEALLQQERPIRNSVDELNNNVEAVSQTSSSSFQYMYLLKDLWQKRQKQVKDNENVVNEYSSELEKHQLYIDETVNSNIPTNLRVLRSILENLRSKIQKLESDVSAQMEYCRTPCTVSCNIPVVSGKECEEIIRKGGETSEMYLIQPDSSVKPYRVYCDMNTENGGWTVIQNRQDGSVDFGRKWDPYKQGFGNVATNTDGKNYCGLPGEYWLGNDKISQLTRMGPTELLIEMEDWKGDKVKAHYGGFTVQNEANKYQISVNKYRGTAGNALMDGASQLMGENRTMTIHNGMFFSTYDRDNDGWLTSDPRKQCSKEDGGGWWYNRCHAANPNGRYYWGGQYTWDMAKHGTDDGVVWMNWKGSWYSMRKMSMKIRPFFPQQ
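system = human fibrin DD(E) protein | quantity = DD(E) 2 µM final | medium = Tris/NaCl/CaCl2 buffer, pH 7.8 | also added = labelled Tn7 tracer, 0.1 µM | compound dosing = single point at 8.3 µM | timing = compound with protein 10 min, then 3 h after probe, room temperature | signal = FP measurement | benchmarks = Aha-Tn7 high control | repeats = one replicate per compound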
TDP2 absorb: blocks human TDP2 phosphodiesterase activity. O95551. recombinant TDP2, T5PNP hydrolysis, p-nitrophenol absorbance 415 nm. inhibition, % at 12.8 µM. actives 0.34% (n = 370,000). AID 720702;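 active = inhibition above the mean of all tested compounds plus 3 SD, set per campaign, cut at about 25% in these data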;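 note: 0% = DMSO with enzyme and 100% = buffer with substrate but no TDP2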
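System – recombinant human TDP2 · Quantity – TDP2 enzyme at 120 nM final · Doses – single concentration, 12.8 µM nominal, with 1% DMSO · Incubation – 2 h at 37 °C · Measured by – epi absorbance of p-nitrophenol freed from T5PNP by hydrolysis · Read-out – % inhibition relative to enzyme-containing and enzyme-free wells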
UHRF1 MBD2 ctr: blocks human UHRF1 binding to methylated DNA | Q96T88 | UHRF1 binding to methylated oligo, TR-FRET | inhibition, % at 4.4 µM | actives 0.75% (n = 370,000); in the data active = inhibition above about 21%;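 note: UHRF1 SRA domain binding a hemimethylated CpG hairpin DNA probe; 0% = median of test compound wells and 100% = reference inhibitor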
PRMT1 inh: blocks human protein arginine methyltransferase 1. Q99873. recombinant PRMT1, activity-based probe fluorescence polarization. inhibition, % at 2.79 µM. actives 1.3% (n = 370,000). AID 652257;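 active = inhibition above about 21% made by adding two undisclosed values, limit read from the data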
TCR CD3 inh: inhibitors of human TCR-CD3 interaction; TAMRA-labeled TCR probe fluorescence, biochemical; actives 0.37% (n = 360,000); inhibition, % at 9.4 µM; AID 651800; in the data active = inhibition above about 19%;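 note: recombinant mutant TCR 2C K166C tagged with TAMRA read by polarization; 0% = receptor in buffer alone and 100% = receptor with positive control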
ABHD4 inh: inhibitors of mouse ABHD4. inhibition, % at 8.92 µM. purified mABHD4, FP-Rh probe fluorescence polarization. AID 720543. actives 0.54% (n = 370,000). Q8VD66;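 active = inhibition exceeding the mean over every tested compound plus 3 SD, cut at about 30% in these data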;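 note: 0% = plate median of compound wells and 100% = S159A mutant with DMSO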
Target sequence (Q8VD66 whole entry, looked up): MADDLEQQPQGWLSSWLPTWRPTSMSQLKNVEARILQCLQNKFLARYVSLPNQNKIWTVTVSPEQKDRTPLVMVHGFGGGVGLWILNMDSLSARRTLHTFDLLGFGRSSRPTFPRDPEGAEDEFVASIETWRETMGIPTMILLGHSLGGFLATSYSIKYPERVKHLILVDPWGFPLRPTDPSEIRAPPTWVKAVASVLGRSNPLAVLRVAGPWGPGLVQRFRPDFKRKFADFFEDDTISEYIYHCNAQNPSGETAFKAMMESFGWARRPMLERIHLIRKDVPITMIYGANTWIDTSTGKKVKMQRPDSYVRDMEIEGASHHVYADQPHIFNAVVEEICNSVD
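Material: mouse ABHD4 enzyme, wild type; Benchmarks: S159A mutant high control, sample median low control; Buffer or medium: HEPES pH 7.0, NaCl, Pluronic buffer; Signal: fluorescence polarization; Read-out: percent inhibition of probe binding, normalized to plate controls; Timing: pre-incubation 45 min, probe exposure 60 min, at 25 °C; Dosing: 8.92 µM, single dose.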
Starred values were filed as active, the others as inactive; · = no result given.

SMILES	HTRA1 inh	LEDGF integ inh	SIAE primary	PG9 binder	DDE Tn7 FP inh	TDP2 absorb	UHRF1 MBD2 ctr	PRMT1 inh	TCR CD3 inh	ABHD4 inh
COc1ccc2c(=O)c(-c3ccc4c(c3)OCO4)coc2c1	2	0	4	-0.2	0	4	4	1	-7	-3
COc1ccc(/C=C/C(=O)O)cc1S(=O)(=O)N1CCCc2ccccc21	-9	-2	-1	-0.6	-6	-6	7	4	-1	2
CC1=C(C#N)C(NC(=O)c2ccco2)(C(F)(F)F)C(=O)N1 (centres undefined)	-6	6	3	-0.2	-3	0	1	0	0	4
CCOC(=O)C1=C(C)NC(=O)NC1c1ccccc1OCc1c(F)cccc1Cl (centres undefined)	-21	-4	-4	0.5	1	-9	4	3	-4	-3
Cc1cc(C)c(NC(=O)c2ccccc2N(C)S(C)(=O)=O)c(C)c1	9	-2	-2	-1.8	-3	10	1	0	7	3
COC(=O)c1c(-c2ccc(OC)cc2)c2c(c3c4cc(OC)ccc4n(S(=O)(=O)c4ccc(C)cc4)c13)C(=O)N(C)C2	·	1	4	0.6	12	5	-4	4	-1	-6
CN1CCN(CC(=O)NC(=O)NC2CCCCC2)CC1	3	1	-5	0.9	3	15	-2	0	0	-4
C[C@@H]1CN([C@@H](C)CO)C(=O)CCCn2nncc2CO[C@@H]1CN(C)C(=O)Cc1ccccc1	9	0	-1	0.0	1	2	-1	-3	4	1
O=C1c2cccc3cccc(c23)C(=O)N1CCc1ccccc1	-9	-4	-10	-0.5	0	-1	1	4	-4	-2
Cc1[nH]n(-c2ccccc2)c(=O)c1C(c1ccccc1C(=O)O)c1c(C)[nH]n(-c2ccccc2)c1=O	-4	-2	1	-1.0	-1	2	-1	-3	3	5
CCN1CCN(c2ccc(N=Cc3ccc(O)cc3O)cc2)CC1	16	13	14	-3.8	-5	-10	-6	-3	0	22
Cc1nn(Cc2ccc(C(=O)Nc3nccs3)cc2)c(C)c1Cl	-10	-2	-21	0.1	1	4	5	8	6	-7
CC(C)[C@H](NC(=O)OC(C)(C)C)c1cc(C(=O)N2CCOCC2)c(N)s1	·	3	-2	-0.6	0	0	0	-1	-6	-7
NNC(=O)c1ccc(Cn2cccn2)o1	3	2	21*	-0.9	-4	1	-2	0	11	4
COc1cccc(OC)c1CC1SC(=O)NC1=O (centres undefined)	-1	2	2	-0.9	1	-3	-4	-5	5	-1
COc1ccc(OC)c(C(C)NC(=O)C(C)n2cc([N+](=O)[O-])cn2)c1 (centres undefined)	5	0	9	1.5	-1	1	-2	-3	3	-1
CC(C)(C)C(=O)C1=C(O)C(=O)N(c2ccccc2)C1c1ccccc1 (centres undefined)	8	-2	4	5.1	4	10	-2	-1	0	-5
Cc1ccc(C)c(SCC(=O)OC/C(O)=C(\C#N)c2nc3ccccc3[nH]2)c1	-17	-1	-6	0.0	6	-5	3	10	-1	-11
Cn1ncc(Cl)c1C(=O)N1CCc2ccccc21	1	-3	9	0.5	6	-9	3	-2	3	-4
CC(=O)c1ccc(NC(=O)CSc2nnc(-c3ccncc3)n2C2CC2)cc1	4	-4	-2	-1.6	1	-7	-1	-2	3	1
COc1cc(C(=O)OCC(=O)Nc2ccccc2C(=O)NC2CC2)c([N+](=O)[O-])cc1OC	3	6	8	-2.1	-5	-7	1	-3	-1	5
Clc1ccccc1Nc1nc(NCc2cccs2)nc2ccsc12	·	-1	-1	2.8	-1	-6	1	7	-2	-4
O=C(OCC(=O)N1CCc2ccccc21)C1CCCN1S(=O)(=O)c1ccc(Cl)cc1 (centres undefined)	-7	-5	4	-0.7	0	4	1	-2	-2	-6
O=C(Nc1ccc(F)cc1)OCc1cn(Cc2cccc(F)c2)nn1	·	-2	-2	·	0	7	4	2	·	7
CC1CCN(c2cc(N3CCOCC3)c([N+](=O)[O-])cc2F)CC1	-5	1	2	1.1	-1	2	-3	0	8	6
Cc1ccc2ccc(C(Nc3ccccc3)c3ccc(F)cc3)c(O)c2n1 (centres undefined)	·	7	4	-0.6	4	-5	-3	-1	-2	-12
CCOC(=O)c1sc(NC(=O)C2CC=CCC2C(=O)O)nc1C (centres undefined)	3	-3	-4	-0.9	4	0	3	5	-4	-4
CCCOc1ccc2oc(=O)c3c(c2c1)CCCN3C(=O)CN(C)Cc1ccccc1	-25	1	3	-2.7	4	7	2	0	-1	-10
Cc1oc2c(c(C)cc3oc(=O)c(CC(=O)NCC(=O)NCC(=O)O)c(C)c32)c1C	-2	-2	-7	-0.1	-2	-8	-2	11	-5	-12
Cc1ccc(OCCCSc2ncccn2)cc1C	-3	1	2	-0.1	-2	-9	0	-1	-1	1
CC1CCCN(C(=O)COC(=O)CNC(=O)c2sc3ccccc3c2Cl)C1 (centres undefined)	1	-5	-2	5.8	-1	1	-2	0	0	-3
COc1ccc([C@H]2C[C@@H](O)[C@H](n3cc(C4CC4)nn3)CN2Cc2cccs2)cc1	2	1	-4	1.3	-7	-13	1	-2	-16	-10
Cn1c(=O)n(CCc2ccccc2)c(=O)c2c1nc1n2CCN1Cc1ccco1	-1	0	6	0.2	7	-6	0	0	7	7
Cc1cc(C)n2nc(C(=O)OCCOc3cccc(Br)c3)nc2n1	1	1	4	0.3	3	11	0	-5	5	-1
CCCCSc1nc2c(cnn2-c2ccc(C)c(C)c2)c(=O)[nH]1	3	4	-9	-0.2	-2	-14	1	-6	6	0
COc1ccc(CC(=O)n2[nH]c(=O)ccc2=O)cc1OC	·	2	1	-1.5	-1	-3	-3	75*	11	0
O=C(NCc1cccs1)C1CCN(S(=O)(=O)c2ccc3c(c2)OCCO3)CC1	6	-3	7	-0.5	2	-3	-2	-3	-1	3
CCOc1ccc(NC(=O)CN(C)C(=O)CSC(C)C(=O)Nc2cc(C)on2)cc1OCC (centres undefined)	3	-4	2	-3.0	2	-3	4	0	7	4
Cc1ccc(Nc2nnc(SC(C)C(=O)NCC3CCCO3)s2)cc1 (centres undefined)	2	1	6	-1.0	-13	0	0	0	-3	4
COCCCNC(=O)Cn1nnc(-c2ccccc2NC(=O)c2ccccc2F)n1	6	-1	12	-1.8	3	2	-2	3	12	-10
CCOC(=O)Nc1cccc(OCC(=O)Nc2ccc3c(c2)CCC3)c1	-10	-1	-9	-0.8	-3	-2	-1	2	-4	-1
COc1cc(C)nc(Oc2ccc(OCCOc3ccccc3)nn2)n1	1	1	4	-2.4	0	-5	1	3	-3	5
Cc1nnc(SC(C)C(=O)Nc2ccc3ccccc3c2)[nH]c1=O (centres undefined)	0	1	-10	-1.6	-1	-14	-1	4	12	-4
Nc1cc(OC(=O)c2ccccc2Br)nn1S(=O)(=O)c1ccccc1	2	0	2	2.5	7	8	-2	2	-4	11
COc1ccc2[nH]cc(CCNS(=O)(=O)c3ccccc3)c2c1	-3	1	10	-1.4	-13	7	3	-6	3	-2
CCc1ccc(OCCNC(=O)c2ccccc2SCc2ccccc2)cc1	-44	-3	-8	-1.1	-1	-2	-2	0	7	-13
Cn1nc(C(F)(F)F)c(-c2ccc(F)cc2)c1NC(=O)Nc1ccc(F)cc1	·	-3	-6	-0.3	0	2	-1	3	-2	-16
O=C(NC1CCCCC1)NC1(C(=O)N2CCN3CCCC3C2)CCCCC1 (centres undefined)	-4	-1	-7	2.7	3	-9	-1	-4	5	1
Cc1ccc(NC(=S)N(CCCN2CCOCC2)Cc2cccs2)c(C)c1	-1	1	2	-0.6	1	1	5	7	0	2
Cc1ccc(C2N3CC4([N+](=O)[O-])CN2CC([N+](=O)[O-])(C3)C4(C)C)cc1 (centres undefined)	13	-6	-3	-2.7	1	-3	1	3	-6	-3
CCC(CO)Oc1cc(NCc2ccc(OC)cc2)c2ncn(C(C)C)c2c1 (centres undefined)	2	0	13	-2.9	-5	11	-3	-1	-3	0
CC1(C)CC(=O)C=C(c2n[nH]nc2C2CCCCC2)C1	0	2	1	0.5	-1	-7	-1	-4	-9	5
CCOc1ncccc1C(=O)NCc1ccccc1Cl	-3	1	-9	0.2	3	-8	0	-4	12	0
COc1ccc(NC(=O)CCNC(=O)Cn2ccc3ccccc3c2=O)cc1Cl	-6	0	-8	-2.9	-2	-7	-3	-2	0	-3
O=C(NCC1CC1)C1Cc2c(-c3ccc(Cl)cc3)ccnc2O1 (centres undefined)	·	-4	-1	0.0	5	3	3	2	-1	1
COc1ccc(C(=O)CSc2ncn[nH]2)cc1OC	1	-3	3	0.2	11	2	-1	2	6	-1
CCOc1ccccc1C(=O)NC1CCN(Cc2nnnn2C2CCCC2)CC1	2	2	7	-0.5	1	8	0	-3	7	-1
COC(=O)c1cc(OC)nc2c1c(=O)n(C)c(=O)n2C	6	3	-2	-0.8	-1	-4	-1	-2	-5	-12
Cc1cc(C)n2nc(CC(=O)NNC(=O)c3ccc(N(C)C)cc3)nc2n1	-2	-1	2	-1.2	3	19	0	1	2	3
COc1ccccc1NC(=O)Nc1nnc([C@@H]2C[C@H](O)[C@@H](CO)O2)s1	·	1	-8	-0.4	3	8	-2	-4	0	-7

As a short view, part of the list above:
SMILES	HTRA1 inh	LEDGF integ inh	SIAE primary	PG9 binder	DDE Tn7 FP inh	TDP2 absorb	UHRF1 MBD2 ctr	PRMT1 inh	TCR CD3 inh	ABHD4 inh
CCOc1ccccc1C(=O)NC1CCN(Cc2nnnn2C2CCCC2)CC1	2	2	7	-0.5	1	8	0	-3	7	-1
COC(=O)c1cc(OC)nc2c1c(=O)n(C)c(=O)n2C	6	3	-2	-0.8	-1	-4	-1	-2	-5	-12
Cc1cc(C)n2nc(CC(=O)NNC(=O)c3ccc(N(C)C)cc3)nc2n1	-2	-1	2	-1.2	3	19	0	1	2	3
COc1ccccc1NC(=O)Nc1nnc([C@@H]2C[C@H](O)[C@@H](CO)O2)s1	·	1	-8	-0.4	3	8	-2	-4	0	-7

(listing goes on)
SMILES	HTRA1 inh	LEDGF integ inh	SIAE primary	PG9 binder	DDE Tn7 FP inh	TDP2 absorb	UHRF1 MBD2 ctr	PRMT1 inh	TCR CD3 inh	ABHD4 inh
O=C(COC(=O)CSc1nnc(-c2ccc(Cl)cc2)o1)NCc1ccc2c(c1)OCO2	1	-3	5	5.4	8	11	6	1	5	11
CCc1ccc(NC(=O)C(=O)NCC2CCCO2)cc1 (centres undefined)	-16	2	-2	0.6	-2	14	-2	-1	-1	-2
Cc1ccccc1Nc1nnc(SCC(=O)Nc2ccccc2[N+](=O)[O-])s1	-1	0	7	-4.0	1	8	-1	-1	-1	12
CCOC(=O)NC1(C(F)(F)F)C(=O)N(Cc2ccccc2)C2=C1C(=O)CC(C)(C)C2 (centres undefined)	-4	5	7	-2.4	-3	-5	-2	0	4	0

High-throughput results as filed in PubChem.
